V-ATPase pH = alters yeast V-ATPase proton transport | S. cerevisiae, pHLuorin cytosolic pH fluorescence | response, % at 10 µM | hit rate 0.37% among 350,000 | AID 504577; in the data active = response mostly above about 7.3%, no sharp cut-off; inactive = mostly below about 5.4%; also: actives read high; inactives centre near 0; some compounds called inactive have numbers as strong as hits; reference of the scale not given here
RTF Ca sens inh = cardiac RTF calcium desensitization | AID 493244 | IANBD-labeled cardiac RTF, Ca2+ fluorescence | inhibition, % at 7.15 µM | P19429+P45379 | hit rate 0.12% among 340,000;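 active = inhibition above the mean inhibition of all tested compounds plus 3 SD, cut at about 17% in these data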;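 also: assay run at fixed EC70 calcium of 1.6 mM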
MOR-DOR ag = agonists of human mu-delta opioid receptor heterodimerization; P35372+P41143; cells, OPRM1-OPRD1 heterodimerization, luminescence; activation, % at 9.3 µM; hit rate 0.3% among 340,000; AID 504326; in the data active = activation above about 18%;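 also: 0% = vehicle-treated cells and 100% = reference agonist; values of inactives mirror those of a sister screen read the other way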
Target sequence (P35372 whole entry, looked up): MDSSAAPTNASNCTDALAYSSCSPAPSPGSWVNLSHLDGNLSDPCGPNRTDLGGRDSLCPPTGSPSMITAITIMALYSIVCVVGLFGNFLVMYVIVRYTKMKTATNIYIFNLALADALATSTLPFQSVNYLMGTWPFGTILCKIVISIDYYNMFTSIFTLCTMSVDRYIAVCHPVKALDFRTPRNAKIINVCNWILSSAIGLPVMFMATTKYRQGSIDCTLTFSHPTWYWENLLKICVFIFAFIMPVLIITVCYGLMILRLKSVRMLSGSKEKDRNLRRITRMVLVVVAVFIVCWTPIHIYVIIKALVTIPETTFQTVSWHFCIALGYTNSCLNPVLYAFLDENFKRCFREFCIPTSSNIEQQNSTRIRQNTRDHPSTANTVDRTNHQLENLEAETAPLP
Target sequence (P41143 whole entry, looked up): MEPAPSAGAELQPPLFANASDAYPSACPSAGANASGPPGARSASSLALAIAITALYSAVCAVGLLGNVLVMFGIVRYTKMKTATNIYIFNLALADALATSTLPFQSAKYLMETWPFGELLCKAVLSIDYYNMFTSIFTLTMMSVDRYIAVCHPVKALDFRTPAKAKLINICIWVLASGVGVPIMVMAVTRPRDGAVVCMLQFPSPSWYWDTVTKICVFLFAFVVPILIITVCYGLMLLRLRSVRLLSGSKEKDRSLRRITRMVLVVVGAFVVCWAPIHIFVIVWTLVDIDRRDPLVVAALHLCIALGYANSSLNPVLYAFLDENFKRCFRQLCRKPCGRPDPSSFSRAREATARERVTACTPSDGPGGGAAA
OPRM1-OPRD1 inv = inverse agonist of human OPRM1-OPRD1 heterodimerization; P35372+P41143; cell-based MOR-DOR heterodimer luminescence, inverse agonism; inhibition, % at 9.3 µM; hit rate 0.21% among 340,000; AID 504357; in the data active = inhibition above about 22%, passing the limit was not always enough;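 also: 0% = cells with DMSO and 100% = wells without cells with DMSO; values of inactives mirror those of a sister screen read the other way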
HTR5A inv ag = counter-screen for OPRM1-OPRD1 inverse agonists: human HTR5A inverse agonism. P47898. HTR5A cell line, luminescence. inhibition, % at 9.3 µM. hit rate 0.083% among 340,000; in the data active = inhibition mostly above about 23%, no sharp cut-off; inactive = mostly below about 18%;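 also: 0% = cells with DMSO and 100% = no-cell wells with DMSO; some compounds called inactive have numbers as strong as hits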
cardiac RTF act = increases calcium sensitivity of human cardiac regulated thin filaments; hit rate 0.24% among 340,000; activation, % at 7.2 µM; IANBD-labeled TnC RTF fluorescence at EC20 calcium; 0% EC20 calcium, 100% full calcium; P19429+P45379; AID 493008;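 active = activation above the mean over all tested compounds plus 3 SD, cut at about 30% in these data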;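 also: rise in fluorescence read as greater calcium sensitivity of cardiac thin filaments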
Keap1 Nrf2 FP = Keap1-Nrf2 (human) interaction inhibition | Keap1 Kelch-Nrf2 peptide fluorescence polarization, 1536-well | inhibition, % at 9.4 µM | hit rate 0.15% among 340,000 | AID 504523; in the data active = inhibition above about 12%;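 also: human Keap1 Kelch domain with fluorescein labeled Nrf2 9mer peptide probe; 0% = neutral control wells and 100% = peptide positive control; higher means more block of Keap1 binding to Nrf2 peptide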
C-LANA FP = KSHV C-LANA DNA binding inhibition | MBP-C-LANA/FAM-LBS DNA binding, fluorescence polarization | inhibition, % at 9 µM | hit rate 0.078% among 340,000 | AID 504423;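 active = highest replicate inhibition at or above 60% at 9 µM, even if other replicates fall short; inactive = all replicates below 60% inhibition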;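 also: 0% = neutral control wells and 100% = 4 µM acridine orange control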
HTR5A ag ctr = activates human HTR5A in OPRM1-OPRD1 agonist counter-screen; P47898; HTR5A agonist assay, luminescence, cell-based; activation, % at 9.3 µM; hit rate 0.61% among 340,000; in the data active = activation mostly above about 9.5%, no sharp cut-off; inactive = mostly below about 7.6%;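 also: 0% = cells with vehicle only and 100% = reference agonist; strong numbers were not always called active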
CAL PDZ FP = blocks peptide binding to the human CAL PDZ domain | purified CAL PDZ, TMR-peptide fluorescence polarization, 1 h | inhibition, % at 24.9 µM | hit rate 0.92% among 300,000;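 active = mean inhibition of at least 30% with at least half of replicates also reaching 30%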;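 also: 0% = DMSO neutral control and 100% = excess unlabeled competitor peptide PRC23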
* hit, by the source's call; . = not tested or not shown.

Results follow in this order: V-ATPase pH	RTF Ca sens inh	MOR-DOR ag	OPRM1-OPRD1 inv	HTR5A inv ag	cardiac RTF act	Keap1 Nrf2 FP	C-LANA FP	HTR5A ag ctr	CAL PDZ FP
[1] O=C(CN1C(=O)CCSc2ccccc21)N1CCC2(CC1)OCCO2
  0	2	-1.8	10	14	-2	5	2.2	3	-3
[2] CCCCCn1c(=O)c(C(=O)NCc2ccco2)c(O)c2ccccc21
  9	11	-2.4	11	4	-3	2	2.1	-2	-2
[3] O=C(c1cc([N+](=O)[O-])ccc1N1CCNCC1)N1CCOCC1
  0	-1	-0.6	3	-1	5	-7	0.8	1	0
[4] COC(=O)c1ccc(NC(=O)NC(=O)Oc2ccccc2)cc1
  -7	12	-2.2	12	10	-6	-2	-1.4	-3	.
[5] CC1CCN2c3nc4ccccn4c(=O)c3CC3(C(=O)N(C)C(=O)N(C)C3=O)C2C1 (stereo not given)
  5	-1	0.3	-2	0	0	-6	0.3	3	-2
[6] Cn1c(O)c(C(=O)c2ccccc2)c(=O)n(C)c1=O
  -7	-3	-2.0	11	3	-2	-3	-1.2	-1	-7
[7] O=C(N/N=C/C1C(=O)NC(=S)N(c2ccccc2)C1=O)c1cc(Br)c(O)c(Br)c1 (stereo not given)
  -1	7	-2.6	15	-7	0	-1	2.1	3	4
[8] CCOC(=O)C1(c2ccccc2)CCN(CC(=O)Nc2cccc3ccccc23)CC1
  -2	-6	24*	-165	-17	2	-6	-0.5	1	2
[9] CCOP(=O)(OCC)c1cc(CC)ccc1O
  2	-6	-2.3	12	1	-5	-2	-0.4	0	-5
[10] CCN(CC)CCNCc1nc2ccccc2c(=O)n1-c1ccc(F)cc1
  -4	3	-2.6	14	4	8	0	0.3	-2	0
[11] CCOP(=O)(OCC)C(NC(=O)C(Cl)Cl)C(Cl)(Cl)Cl (stereo not given)
  1	9	-3.0	16	-5	-6	-2	0.7	-2	-6
[12] O=c1c2ccccc2nc(-c2ccco2)n1-c1ccc(Br)cn1
  1	-7	-2.8	15	-4	3	2	0.8	3	-1
[13] Cc1ccc(-c2cc(-c3ccccc3)cc(-c3ccccc3)[n+]2-c2ccccc2)cc1
  0	4	1.2	-6	8	-3	-1	0.3	3	-2
[14] O=C(c1ccc(N2CC3CC(C2)c2cccc(=O)n2C3)c([N+](=O)[O-])c1)N1CCCC1 (stereo not given)
  3	-13	-1.5	7	-1	5	-2	1.5	0	-2
[15] CC1CN(C(=O)CCC(=O)N2CCC3(CC2)OCCO3)c2cc(Cl)ccc2O1 (stereo not given)
  -1	-4	-1.5	8	3	-2	-5	0.1	-1	4
[16] Cc1ccc(S(=O)(=O)Nc2cc(C(=O)N3CCC4(CC3)OCCO4)ccc2N2CCCCC2)cc1
  -3	1	-0.1	1	10	6	-4	-0.4	-4	0
[17] Cc1cc(N(CCCl)CCCl)ccc1/C=N/NC(=O)c1ccco1
  -1	3	-3.1	19	-4	-4	-1	-0.8	-1	-1
[18] CCOC(=O)c1ccccc1NC(=O)c1c(O)[nH]c(=O)[nH]c1=O
  3	-3	-2.9	16	-18	-7	-5	1.8	7	-2
[19] Cn1cc(C=C(C#N)C#N)c2ccccc21
  0	-44	1.4	-7	-12	28	53*	56	4	-4
[20] CC(=O)Nc1ccc(C(c2c(O)c3ccccc3oc2=O)c2c(C)n(C)n(-c3ccccc3)c2=O)cc1 (stereo not given)
  -3	2	-3.8	20	-2	-4	0	0.6	9	-3
[21] CN(CC1COc2ccccc2O1)c1nc(-c2cccnc2)nc2ccccc12 (stereo not given)
  3	-17	7.0	-37	-34	-1	-8	-1.1	6	-2
[22] CCOc1cc(/C=C2/C(=O)NC(=O)N(c3ccc(CC)cc3)C2=O)ccc1OC(=O)c1cccs1
  -5	-4	-0.5	3	6	2	-4	0.1	2	-2
[23] O=C1CC(=O)N(c2cccc(Br)c2)C(=O)N1
  0	-19	-3.4	15	-4	8	-8	0.5	1	7
[24] c1ccc2c(CN3CCCCC3)c[nH]c2c1
  -5	1	-2.0	11	-7	2	-3	-0.4	-4	.
[25] COC(=O)C1=C(c2cc3ccccc3o2)C[C@@H]2CC[C@H]1N2C(=O)NC1CCCCC1
  0	1	-1.8	10	-5	7	-7	-0.3	-2	-3
[26] CCCCn1c(O)c(C(C)=NCCCN(C)C)c(=O)[nH]c1=O
  -6	3	-2.7	13	-16	-2	-4	2.3	6	-2
[27] O=C(c1ccc(N2CCCCC2)c([N+](=O)[O-])c1)N1CCC2(CC1)OCCO2
  -2	-1	-2.0	9	31	-1	1	0.5	0	-2
[28] Cc1ccc(-c2nn(CCC#N)cc2C(=O)O)cc1C
  1	6	-0.5	2	-17	0	0	-0.4	1	-1
[29] Cc1ccc(-n2c(C)nc3cc(Cl)ccc3c2=O)nc1
  -5	-3	-1.5	7	-6	2	-1	0.2	1	-2
[30] O=c1[nH]c(=O)n(CCc2ccc(F)cc2)c(O)c1C=NCCCN1CCOCC1
  1	7	-2.3	13	3	3	-2	0.5	5	-2
[31] CN1CCC(=O)N(CCN=[N+]=[N-])CC1
  -3	-6	-1.3	7	16	8	1	3.2	-2	2
[32] CCN(C=C1CC2C3CC=C4CC(O)CCC4(C)C3CCC2(C)C1=O)CC (stereo not given)
  -1	0	-1.7	8	-4	-4	-4	0.3	1	-4
[33] CSc1ccc(C(=O)C(C)(C)N2CCOCC2)cc1
  0	-23	-0.4	2	0	-1	-1	-1.0	-1	-2
[34] Cn1c(O)c(C=NCCN2CCOCC2)c(=O)[nH]c1=S
  7	-8	-2.7	14	-6	10	-1	12	-2	.
[35] O=C(O)c1ccc(N=Cc2c(O)[nH]c(=O)[nH]c2=O)cc1
  -1	-6	-1.8	8	8	-3	3	1.2	-2	-6
[36] CCOC(=O)CNC(=O)CSP(=S)(OCC)OCC
  -2	-4	-0.2	1	3	6	0	-0.6	7	-3
[37] CC1CCC(NCC(O)c2ccccc2)CC1 (stereo not given)
  -4	-8	0.3	-2	-11	0	2	1.8	1	.
[38] CCN(CC)CCC(=O)O[C@H]1CC[C@]2(C)C3CC[C@@]4(C)C(CC[C@]4(C)O)C3CC[C@H]2C1 (stereo not given in full)
  2	0	0.3	-1	12	6	-2	-1.0	-3	6
[39] Nc1ccc(N=Nc2ccccc2)cc1
  1	-11	0.1	0	-4	2	-2	0.7	-3	.
[40] N/C(=N\[N+](=O)[O-])N1CCN(C(=O)OC2CCCC2)CC1
  -2	-1	-2.9	14	10	-3	3	-1.1	-3	0

Copied from above: nos. 28–37
Results follow in this order: V-ATPase pH	RTF Ca sens inh	MOR-DOR ag	OPRM1-OPRD1 inv	HTR5A inv ag	cardiac RTF act	Keap1 Nrf2 FP	C-LANA FP	HTR5A ag ctr	CAL PDZ FP
[28] Cc1ccc(-c2nn(CCC#N)cc2C(=O)O)cc1C
  1	6	-0.5	2	-17	0	0	-0.4	1	-1
[29] Cc1ccc(-n2c(C)nc3cc(Cl)ccc3c2=O)nc1
  -5	-3	-1.5	7	-6	2	-1	0.2	1	-2
[30] O=c1[nH]c(=O)n(CCc2ccc(F)cc2)c(O)c1C=NCCCN1CCOCC1
  1	7	-2.3	13	3	3	-2	0.5	5	-2
[31] CN1CCC(=O)N(CCN=[N+]=[N-])CC1
  -3	-6	-1.3	7	16	8	1	3.2	-2	2
[32] CCN(C=C1CC2C3CC=C4CC(O)CCC4(C)C3CCC2(C)C1=O)CC (stereo not given)
  -1	0	-1.7	8	-4	-4	-4	0.3	1	-4
[33] CSc1ccc(C(=O)C(C)(C)N2CCOCC2)cc1
  0	-23	-0.4	2	0	-1	-1	-1.0	-1	-2
[34] Cn1c(O)c(C=NCCN2CCOCC2)c(=O)[nH]c1=S
  7	-8	-2.7	14	-6	10	-1	12	-2	.
[35] O=C(O)c1ccc(N=Cc2c(O)[nH]c(=O)[nH]c2=O)cc1
  -1	-6	-1.8	8	8	-3	3	1.2	-2	-6
[36] CCOC(=O)CNC(=O)CSP(=S)(OCC)OCC
  -2	-4	-0.2	1	3	6	0	-0.6	7	-3
[37] CC1CCC(NCC(O)c2ccccc2)CC1 (stereo not given)
  -4	-8	0.3	-2	-11	0	2	1.8	1	.

(listing goes on)
Results follow in this order: V-ATPase pH	RTF Ca sens inh	MOR-DOR ag	OPRM1-OPRD1 inv	HTR5A inv ag	cardiac RTF act	Keap1 Nrf2 FP	C-LANA FP	HTR5A ag ctr	CAL PDZ FP
[41] Cn1c(CN2CCN(C(=O)COc3ccccc3)CC2)nc2cc([N+](=O)[O-])ccc21
  1	0	-0.3	2	5	0	1	-0.2	-2	0
[42] COC(=O)C1=C(c2ccc(Cl)c(C(F)(F)F)c2)C[C@@H]2CC[C@H]1N2C(=O)NC1CC1
  -2	2	-1.2	6	14	0	-1	-0.3	0	-1
[43] O=[N+]([O-])c1cccc2c([As](=O)(O)O)cccc12
  -1	0	-1.9	9	-2	-9	0	-1.4	1	-3
[44] CN1CCN(c2ncnc3nc[nH]c23)CC1
  0	-8	-1.7	9	-12	6	-4	-0.2	2	.
[45] CN1CCN(c2ccc(S(=O)(=O)C(F)(F)F)cc2[N+](=O)[O-])CC1
  1	-12	-1.8	9	22	2	1	-1.7	-1	1
[46] CC1(C)N(O)C2CCCCC2N1O (stereo not given)
  1	-8	-2.0	8	8	-5	-3	0.9	2	-8
[47] Cc1cccc(C)c1OP(N)(=O)Oc1c(C)cccc1C
  3	2	0.7	-3	13	6	-1	-1.0	-5	-2
[48] COC(=O)C(O)(c1ccc(NC(=S)NC(=O)c2ccc(Cl)cc2Cl)c(C)c1)C(F)(F)F (stereo not given)
  -2	6	1.6	-8	-5	0	4	3.8	2	6
[49] CCc1ccccc1N1C(=O)CC(=O)NC1=O
  0	-9	0.3	-2	-12	5	0	-0.3	4	-1
[50] CCOC(=O)C1=C(N)OC2=C(C(=O)CCC2)C12C(=O)N1c3c(ccc(C)c32)C(C)=CC1(C)C (stereo not given)
  4	-4	-0.9	5	-7	-10	1	-0.6	2	13
[51] Cc1c(C(=O)N2CCC3(CC2)OCCO3)sc2ncnc(N3CCc4ccccc4C3)c12
  4	-37	1.3	-9	-9	1	-3	-1.3	3	-3
[52] Cc1c(C(=O)N2CCC3(CC2)OCCO3)oc2ccc(S(=O)(=O)N3CCOCC3)cc12
  4	-18	-2.2	13	-16	-7	1	-3.0	1	-5
[53] CC(C)(C)c1ccccc1O
  -3	-6	-1.6	8	-15	2	-3	1.6	4	-2
[54] COc1ccccc1-n1c(-c2ccoc2)nc2ccccc2c1=O
  0	2	-2.8	13	-6	-8	-4	1.5	-5	.
[55] CCOC(=O)C(C)Oc1cc(C)cc2oc(=O)c3c(c12)CCCC3 (stereo not given)
  0	-2	5.9	-33	5	0	1	-0.8	-2	-2
[56] C[C@H]1CC[C@H]2NCCN[C@H]2C1
  0	-4	-2.7	15	-6	0	-2	-1.4	0	-1
[57] COC(=O)CC1(CC(=O)OC)C(=O)N(c2ccccc2)C(=O)N(c2ccccc2)C1=O
  0	-7	-2.6	11	-6	3	0	-0.6	2	.
[58] CCN1CCN(Cc2ccc(C)cc2C)CC1
  2	-2	-1.8	9	-4	0	-4	1.0	2	1

Assay outcomes from PubChem.

A portion of the library (hit frequency here may not be typical).
